# Screening results deposited in PubChem by National Center for Advancing Translational Sciences (NCATS).
# APEX1 inh – qHTS Assay for Inhibitors of the Human Apurinic/apyrimidinic Endonuclease 1 (APE1); recombinant APE1, TAMRA/BHQ-2 abasic DNA cleavage fluorescence; Potency, µM (series often up to 65.8 µM), for the others: top-dose activity change, negative = inhibition, hits mostly inhibitors; hit rate 0.35% among 350,000; AID 2517, 2012;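 also: potency is read from the fitted curve at half-maximal effect; plate controls were vehicle for no effect and reference inhibitor for full effect; nearly all actives have a fitted effect of over 55% in size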
#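 Compound pre-exposure to 0.75 nM APE1, 15 min at ambient temperature. Reaction initiated with 50 nM TAMRA/BHQ-2 THF substrate, read immediately in kinetic mode, 525 nm excitation, 598 nm emission.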
# Pol kappa inh – qHTS for Inhibitors of Polymerase Kappa; DNA polymerase kappa (Homo sapiens), Q9UBT6; purified Pol kappa, fluorescent DNA synthesis assay, 10 min; Potency, µM (series often up to 107 µM), for the others: at the highest dose activity, negative = inhibition, most hits filed as inhibitors; hit rate 0.53% among 400,000; also: potency is read from the fitted curve at half-maximal effect; % is scaled to controls: 0 for no effect and ±100 for the full control effect
#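 Inhibition of 10 nM Pol kappa is measured by a fluorescent read-out at 0 and 10 min following addition of 50 nM substrate (final), with a 15-min room-temperature compound preincubation.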
# POLI inh – qHTS for Inhibitors of Polymerase Iota | DNA polymerase iota (Homo sapiens), Q9UNA4 | Pol iota fluorescent replication assay, 10 min | Potency, µM (top dose mostly 115 µM), for the others: at the top dose activity, negative = inhibition, hits mostly inhibitors | hit rate 1% among 390,000 | AID 588590, 2011; also: potency is read from the fitted curve at half-maximal effect
#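 Pol iota at 10 nM preincubated 15 min with compounds at room temperature; reaction started with fluorescent substrate, 50 nM final. Fluorescence read kinetically at 0 and 10 min; buffer-only wells as negative control.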
# ERG-DNA inh – qHTS for Small Molecule Inhibitors of the ERG Ets/DNA interaction; Transcriptional regulator ERG (Homo sapiens), P11308; fluorescence polarization, His-ERG Ets domain / labelled DNA; Potency, µM (highest dose often 76.9 µM), for the others: at the top dose FP activity, negative = inhibition, usual class: inhibitors; hit rate 0.028% among 370,000; active = well fitted inhibition curve with a large enough effect in the polarisation, with a control signal flat; inconclusive = small, poorly fitted or top-dose-only effect, or effect the other way, or a change in a side signal; inactive = no such curve, though single readings can be large or run the other way; the % refers to the polarisation;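 also: polarization taken with two DNA probes labelled with fluorescein and Texas red; potency is read from the fitted curve at half-maximal effect; % of control where 0% means no effect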
#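 His-tagged ERG Ets domain (1 uM in the protein solution; 300mM KCl, 50mM Tris-HCl, 1mM EDTA, 1mM DTT, pH 7.5) received compound, then a probe mix of 5 nM fluorescein-DNA and 100nM Texas-615-DNA. Fluorescence polarization was read for both dyes.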
# Anesthetic bind – qHTS Assay for Identification of Novel General Anesthetics; apoferritin/1-aminoanthracene competitive binding, fluorescence; Potency, µM (doses to about 77.5 µM), for inactives: at the top dose activity change, negative = displacement, usual class: inhibitors; hit rate 0.074% among 350,000; AID 485281, 2010; Ferritin light chain (Equus caballus), P02791; also: potency is read from the fitted curve at half-maximal effect; % is scaled to controls: 0 for no effect and ±100 for the full control effect; nearly all actives have a fitted effect of over 20% in size
#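 Probe: 1-aminoanthracene (50% saturated, PBS). Protein: horse-spleen apoferritin, 10 uM. Incubation: 10 min, room temperature. Detection: 380 nm excitation, 535 nm emission. Analysis: normalized response, four-parameter Hill.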
# 12-LOX inh – Primary qHTS assay for inhibitors of human arachidonate 12S-lipoxygenase (ALOX12): Round 2. Polyunsaturated fatty acid lipoxygenase ALOX12 (Homo sapiens), P18054. Potency, µM (series often up to 108 µM), for inactives: at the highest dose activity change, negative = inhibition, hits mostly inhibitors. hit rate 1.1% among 580,000. purified 12hLO, xylenol orange hydroperoxide absorbance. AID 1671190, 2021; also: potency is read from the fitted curve at half-maximal effect; % is scaled to controls: 0 for no effect and ±100 for the full control effect
# Target sequence (P18054 whole entry, looked up): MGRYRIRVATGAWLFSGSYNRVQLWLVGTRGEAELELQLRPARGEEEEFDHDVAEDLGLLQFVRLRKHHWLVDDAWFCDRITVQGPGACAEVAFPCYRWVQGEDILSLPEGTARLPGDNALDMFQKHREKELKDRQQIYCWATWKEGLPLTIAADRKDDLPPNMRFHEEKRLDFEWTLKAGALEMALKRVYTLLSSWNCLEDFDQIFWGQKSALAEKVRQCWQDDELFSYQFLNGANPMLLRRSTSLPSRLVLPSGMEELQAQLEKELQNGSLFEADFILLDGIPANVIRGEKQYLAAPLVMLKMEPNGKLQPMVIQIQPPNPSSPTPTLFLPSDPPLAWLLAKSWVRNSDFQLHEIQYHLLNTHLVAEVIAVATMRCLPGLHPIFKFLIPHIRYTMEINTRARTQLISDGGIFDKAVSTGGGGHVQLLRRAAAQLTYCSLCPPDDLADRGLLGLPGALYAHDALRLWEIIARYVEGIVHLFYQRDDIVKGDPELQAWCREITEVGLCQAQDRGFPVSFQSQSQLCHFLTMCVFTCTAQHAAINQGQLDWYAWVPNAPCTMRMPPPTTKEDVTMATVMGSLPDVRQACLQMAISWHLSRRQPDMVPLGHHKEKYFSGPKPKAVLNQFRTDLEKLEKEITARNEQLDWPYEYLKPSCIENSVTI
#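 Purified human 12hLO at 150 nM in 25 mM Hepes, 0.01% Triton X-100, pH 7.0, preincubated 15 min at room temperature with compound. Reaction started with 40 uM arachidonic acid, 30 min at room temperature. Hydroperoxide measured by Fe-xylenol orange, 573/405 nm absorbance ratio.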
# TRHR agonist – qHTS for Small Molecule Agonists and Allosteric Enhancers of Human TRH Receptor: Primary Screen for Agonists; Thyrotropin-releasing hormone receptor (Homo sapiens), P34981; TRHR cells, calcium flux fluo-8, FDSS agonist mode; activation, % at 2 µM; hit rate 0.18% among 360,000; AID 493084, 2011; in the data active = activation above about 30%; also: 0% is about no effect
# Target sequence (P34981 whole entry, looked up): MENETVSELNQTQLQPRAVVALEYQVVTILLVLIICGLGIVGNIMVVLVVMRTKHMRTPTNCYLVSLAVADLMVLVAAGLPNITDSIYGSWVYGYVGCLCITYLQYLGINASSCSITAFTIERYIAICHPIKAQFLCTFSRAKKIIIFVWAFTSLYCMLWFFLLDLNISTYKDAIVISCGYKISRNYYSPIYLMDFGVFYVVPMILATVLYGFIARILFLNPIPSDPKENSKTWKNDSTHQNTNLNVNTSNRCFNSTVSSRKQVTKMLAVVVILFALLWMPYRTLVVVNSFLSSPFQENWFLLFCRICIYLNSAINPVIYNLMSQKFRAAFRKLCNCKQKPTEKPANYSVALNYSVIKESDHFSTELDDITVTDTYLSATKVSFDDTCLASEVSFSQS
#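 In this calcium-flux screen, cells bearing human TRHR are dye-loaded with fluo-8, baselined for 10 cycles, then exposed to library compounds; positive kinetic calcium responses during the agonist phase mark hits, with TRH as control.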
# BLM inh – qHTS Assay for Inhibitors of Bloom's syndrome helicase (BLM). Potency, µM (top dose mostly 56.1 µM), for inactives: at the top dose activity change, negative = inhibition, most hits filed as inhibitors. recombinant BLM DNA unwinding, fluorescence dequenching. AID 2528, 2010. RecQ-like DNA helicase BLM (Homo sapiens), P54132. hit rate 0.2% among 350,000;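 also: potency is read from the fitted curve at half-maximal effect; plate controls were vehicle for no effect and no enzyme for full effect; nearly all actives have a fitted effect of over 35% in size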
# POLB inh – qHTS Assay for Inhibitors of DNA Polymerase Beta; P06746; Pol beta primer extension/strand displacement, fluorescence kinetic; Potency, µM (titrated, usually from 114 µM), for inactives: top-dose activity change, negative = inhibition, usual class: inhibitors; hit rate 1.3% among 340,000; AID 485314, 2010; also: potency is read from the fitted curve at half-maximal effect; % is scaled to controls: 0 for no effect and ±100 for the full control effect
#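 Kinetic readout of DNA synthesis with strand displacement by Pol beta. Compound and 10 nM enzyme sit 15 min at room temperature; 50 nM substrate starts the reaction, read immediately and at 10 min.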
# Numbers without * were called inactive; ? = inconclusive; . = not tested or not shown; & = joins results of further samples; [ ] = remark or other dose. Unless noted, calls follow the shape of the dose curve; as a rule, active = well fitted curve in the direction sought with a large enough effect; inconclusive = small, poorly fitted or top-dose-only effect, or another doubt; inactive = no such curve, though single readings can be large; an effect the other way counts as inactive or inconclusive. The list is partial. The share of hits here may be higher or lower than overall.
SMILES,APEX1 inh,Pol kappa inh,POLI inh,ERG-DNA inh,Anesthetic bind,12-LOX inh,TRHR agonist,BLM inh,POLB inh
O=C(COc1ccc(Cl)cc1)N1CCN(c2ccc([N+](=O)[O-])c(N3CCOCC3)c2)CC1,?,-5.7%,12.9%,16.2%,-9.0%,-21.0%,-0.5,-5.7%,-23.8%
Cc1cc(C)c(OCCCCCNCCO)c(C)c1,18.8%,-7.6%,8.7%,-0.9%,-14.5%,6.4%,-0.5,-1.7%,37.1%
COc1ccc(CCN2C(=O)C3C4C=CC(C3C2=O)C2C(=O)N(CCc3ccc(OC)c(OC)c3)C(=O)C42)cc1OC (centres undefined),-2.8%,-3.9%,30.0%,4.1%,-9.5%,-4.1%,-2.4,1.3%,1.5%
CCOC(=O)C1=C(c2ccccc2)OC(N)=C(C#N)C1C(C)C (centres undefined),-1.0%,-0.2%,13.6%,-1.1%,-15.1%,5.1%,0.5,-3.6%,3.5%
O=C(CSc1n[nH]c(-c2ccco2)n1)Nc1ccccc1Cl,4.3%,-16.9%,?,7.6%,0.4%,8.0%,0.0,1.3%,27.3%
CCN(CC)CCNCC(=O)Nc1ccc(Oc2ccccc2)cc1,1.5%,-7.3%,15.7%,0.7%,-23.1%,?,0.9,2.7%,10.2%
CN(C)CCCNC(=O)CC(c1ccccc1)c1ccccc1O (centres undefined),13.1%,-6.3%,2.0%,-12.6%,-9.5%,0.0%,0.2,0.6%,28.4%
Cc1ccc(C)c(NC(=O)CN2C(=O)CCc3cc(S(=O)(=O)N4CCCCC4)ccc32)c1,.,-2.1%[60.1 µM],11.2%,-0.5%,-9.1%,-3.4%,0.0,-6.7%,-1.6%
O=S(=O)(c1ccc(SCc2ccccc2)nc1)N1CCCC1,11.5%,-17.0%,-12.5%,-8.6%,.,197.9%[activator],0.5,.,.
CCOC(=O)Nc1nnc(-c2ccc(OC)cc2)s1,2.3%,-2.7%,37.6%,.,3.4%,25.1%,7.3,0.1%,22.9%
COc1ccc(OC(=O)c2nc(SCc3ccccc3F)ncc2Cl)cc1,.,1.4%,-25.1%,-6.7%,-17.8%,-4.6%,2.4,-4.1%,30.4%
COc1ccc(-n2c(=S)[nH]c3c(oc4ccccc43)c2=O)cc1,-2.4%,-14.4%,?,1.7%,-3.4%,?,0.9,-2.1%,12.0%
O=C(Nc1cn(-c2ccccc2)nc1-c1cccs1)c1ccco1,-4.7%,-4.9%,-12.0%,10.5%,-13.6%,73.3%[activator],-0.9,-8.5%,13.1%
CCC1=C(C(=O)OC)C(c2cc(OC)ccc2OC)C(C#N)=C(N)O1 (centres undefined),-1.9%,-25.1%,2.4%,-4.4%,2.6%,-39.2%,-1.6,-7.8%,-15.4%
Cc1nn(-c2ccccn2)c2c1-c1nc(N)ncc1CC2,-0.1%,4.9%,14.3%,-4.4%,-20.5%,70.9%[activator],-0.2,-5.1%,-18.4%
c1ccc2c(c1)[nH]c1c(NCC3CCCO3)ncnc12 (centres undefined),-0.4%,-12.3%,1.7%,-4.2%,-5.0%,353.8%[activator],-0.5,-3.3%,7.3%
O=c1cc(-c2ccc(O)c(O)c2)oc2cc(O)c([C@@H]3O[C@H](CO)[C@@H](O)[C@H](O)[C@H]3O)c(O)c12,-10.2%,20µM*,28.2µM*,-0.8%,-3.8%,?,.,6.6%,.
O=C(Cc1ccccc1)NC1(Cc2ccc(O)cc2)CCCCC1,-4.8%,3.4%,14.7%,0.8%,-13.6%,-0.2%,-0.1,-1.8%,-11.2%
CSc1nc2c(cnn2-c2ccc(C)c(C)c2)c(=O)[nH]1,-2.5%,-26.6%,-17.2%,-2.1%,1.0%,-6.2%,-0.4,1.5%,20.3%
Cc1ccc(CCNC(=O)c2ccc3c(=O)n(-c4ccc(C)cc4)c(=O)[nH]c3c2)cc1,.,8.4%,7.8%,3.7%,0.6%,-18.8%,0.2,3.3%,0.9%
CSc1ccc(S(=O)(=O)N2CCC(C(=O)N3CCOCC3)CC2)cc1,-0.9%,-0.5%,48.1%[activator],4.5%,3.9%,-1.2%,0.9,-2.4%,50.6%
Cc1nn(C2CCS(=O)(=O)C2)c(C)c1CN(C)C(=O)c1cccc(Cl)c1 (centres undefined),-7.9%,-19.6%,8.1%,5.1%,.,10.9%,0.8,.,.
Cc1cc(C)cc(N(CC(=O)Nc2ccc(Br)cc2)S(=O)(=O)c2c(C)[nH]c(=O)[nH]c2=O)c1,-14.8%,-7.7%,47.1%,7.3%,-17.4%,?,0.1,-2.0%,5.2%
COc1ccc(NC(=O)c2ccccc2NS(C)(=O)=O)cc1OC,3.3%,-1.8%,9.8%,-9.7%,-8.4%,3.0%,0.4,0.5%,2.5%

# Reformatted with values under each structure: entries from further up.
# Values in the order: APEX1 inh | Pol kappa inh | POLI inh | ERG-DNA inh | Anesthetic bind | 12-LOX inh | TRHR agonist | BLM inh | POLB inh
CSc1nc2c(cnn2-c2ccc(C)c(C)c2)c(=O)[nH]1
    -2.5% | -26.6% | -17.2% | -2.1% | 1.0% | -6.2% | -0.4 | 1.5% | 20.3%
CSc1ccc(S(=O)(=O)N2CCC(C(=O)N3CCOCC3)CC2)cc1
    -0.9% | -0.5% | 48.1%[activator] | 4.5% | 3.9% | -1.2% | 0.9 | -2.4% | 50.6%

# Additional records
SMILES,APEX1 inh,Pol kappa inh,POLI inh,ERG-DNA inh,Anesthetic bind,12-LOX inh,TRHR agonist,BLM inh,POLB inh
COC(=O)NCc1ccc(Cl)c(Cl)c1,19.2%,-13.1%,17.5%,1.9%,?,0.0%,0.1,-0.8%,2.1%
O=C(COc1ccccc1F)NC1CCN(Cc2ccccc2)CC1,1.8%,-1.6%,13.8%,-0.9%,-9.5%,-15.2%,0.9,3.7%,-15.6%
CCOC(=O)c1ccc(NC(=O)c2nc[nH]c2C(=O)NCCCCCNC(=O)OC(C)(C)C)cc1,5.1%,7.4%,7.5%,-24.8%,-8.0%,9.3%,0.7,-2.1%,31.6%
CCC1c2ccc(C)n2CCN1C(=O)Nc1ccc(F)cc1 (centres undefined),-1.1%,-3.0%,1.8%,-14.6%,7.2%,70.1%[activator],1.8,-2.2%,-3.6%
CCN(CC)c1ccc(NC(=O)COC(=O)Cc2ccsc2)cc1,-4.6%,-2.2%,23.5%,-22.3%,.,-28.2%,-0.8,.,.
COc1ccc(NC(=O)N(Cc2ccc(C)cc2)Cc2ccccn2)c(OC)c1,.,-10.9%,-8.8%,0.0%,.,-2.3%,.,.,.
O=C(Cn1c(=O)cnc2ccccc21)N1CCN(S(=O)(=O)c2ccccc2Br)CC1,45.7%,-1.1%,-2.0%,1.9%,.,?,0.0,.,.
COc1ccc(Oc2ncc3nc(-c4ccc(Cl)cc4)c(=O)n(C4CC4)c3n2)cc1,-4.1%,-2.2%[60.1 µM],.,.,.,?,.,-4.9%,.
CCOc1cc2[nH]c(=S)n(CCc3ccc(OC)c(OC)c3)c(=O)c2cc1OCC,-2.7%,-7.6%,0.8%,0.0%,-6.9%,0.0%,0.4,1.2%,7.0%
Nc1ccc2nc(-c3ccccn3)[nH]c2c1,?,-9.5%,-5.4%,0.7%,8.7%,0.2%,0.0,-11.3%,2.5%
CCOC(=O)CSc1nnc(Cn2nnc(-c3ccccc3)n2)n1C,2.8%,-10.2%,10.4%,-1.4%,-8.6%,0.0%,0.2,1.6%,-2.3%
Cc1ccccc1OCC(=O)NCC(c1ccc(Cl)cc1)N1CCCCC1 (centres undefined),.,-10.7%,50.2%[activator],2.5%,-9.4%,3.4%,-0.4,-8.5%,-0.5%
COc1ccc(C(NC(=O)C2CCCCC2)c2c(O)ccc3ccccc23)cc1 (centres undefined),3.3%,-8.4%,2.7%,6.9%,-3.6%,-13.1%,-0.4,-8.2%,-0.2%
Cc1cccc(CNS(=O)(=O)c2ccc(-c3ccc(=O)[nH]n3)s2)c1,52.8%[activator],9.8%,-29.2%,0.6%,-12.2%,8.5%,0.2,-3.1%,?
Nc1c(-c2ccccc2)nnn1Cc1ccccc1,.,2.5%,22.9%,-11.5%,.,60.8%[activator],.,.,.
COc1cc2cc(CN(CCO)S(=O)(=O)c3ccccc3Cl)c(=O)[nH]c2cc1OC,2.8%,-10.6%,42.2%[activator],-0.9%,-3.1%,2.1%,0.3,-1.9%,6.7%
CC(=O)c1cc(-c2ccccc2)n(CC(=O)Nc2ccc(C)c(C)c2)c1C,?,-8.4%[60.1 µM],-3.5%&-16.8%,-18.9%&-0.5%,-8.6%&4.6%,-7.3%&-24.0%&-14.7%,-0.5&-0.4,-4.6%&-2.9%,-2.2%&6.5%
CCc1cccc(C)c1NC(=O)Cn1ncc2c3ccccc3n(Cc3ccccc3)c2c1=O,.,5.2%,22.5%,0.9%,2.6%,0.5%,0.2,-2.2%,0.6%
CCCCC(=O)Nc1nnc(S(=O)(=O)N2CCCc3ccccc32)s1,-12.3%,1.2%,17.9%,14.9%,-7.8%,2.2%,-0.2,-3.7%,1.5%
CCOC(=O)C1CCCCN1Cc1cc(OC)ccc1OC (centres undefined),0.1%,-1.9%,6.2%,.,-4.5%,?,0.2,-0.6%,1.4%
